Assay outcomes: PubChem, National Center for Advancing Translational Sciences (NCATS)
GLP1R cytotox = cytotoxicity counter-screen for GLP-1 receptor inverse agonists. HEK293 cAMP-luciferase reporter cells, luminescence, 24 h. Potency, µM (highest dose often 38.3 µM), for inactives: at the top dose activity change, negative = inhibition, most hits filed as inhibitors. 0.13% of 410,000 active;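 note: loss of luciferase light is scored as toxicity; potency is the fitted concentration of half-maximal effect; % is set by controls: 0 for no effect and ±100 for the full control effect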
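Compound-treated cells are incubated 24 hr at 37 deg C under 5% CO2 after a 12 hour attachment period, then luciferase detection reagent is added and luminescence is measured following 12 min at room temperature; lowered signal indicates toxicity.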
HT1080NT lethal = kills 2HG-producing HT-1080-NT fibrosarcoma cells; HT-1080-NT fibrosarcoma viability, CellTiter-Glo ATP luminescence, 48 h; Potency, µM (titrated, usually from 46.1 µM), for the others: top-dose activity, negative = less viability, usual class: cytotoxic; 1.6% of 360,000 active; AID 686970;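 note: NT is the 2HG producing partner of a matched IDH1 knockdown line; potency is the fitted concentration of half-maximal effect; 0% = DMSO-treated cells and -100% = media-only wells without cells; nearly all actives have a fitted effect of over 55% in size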
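Luminescent CellTiter-Glo readout after 48 hours of compound exposure at 37 degrees C defined viability of HT-1080-NT cells. Activity was normalized to DMSO wells and cell-free media wells; concentration-response curves were fitted and assigned curve classes.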
HT1080 IDH1KD tx = kills HT-1080 cells with IDH1 knockdown. HT-1080 IDH1 knockdown viability, ATP luminescence, 48 h. Potency, µM (titrated, usually from 46.1 µM), without a hit: at the top dose activity, negative = toxicity, most hits filed as cytotoxic. 2% of 360,000 active. AID 686971;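 note: potency is the fitted concentration of half-maximal effect; 0% = DMSO wells and -100% = cell-free medium wells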
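HT-1080-IDH1KD cells (IDH1 knocked down), 750/well in RPMI with 5% FBS, treated with compound 48 h at 37 degrees C. Viability by CellTiter-Glo luminescence, normalised to DMSO and no-cell wells; concentration-response curves classed.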
MCF10A rerep = inducers of DNA re-replication in MCF 10A breast cells; MCF 10A DNA re-replication, Hoechst nuclear intensity, 48 h; Potency, µM (top dose mostly 46.1 µM), inactives show at the top dose activity, positive = re-replication, usual class: activators; 2.9% of 350,000 active; AID 624296; note: potency is the fitted concentration of half-maximal effect; % of control where 0% means no effect; nearly all actives have a fitted effect of over 50% in size
KB-V1 MDR tox = KB-V1 MDR subline cytotoxicity | KB-V1 MDR cells viability, CellTiter-Glo, 72 h | Potency, µM (series often up to 46.1 µM), inactives show at the highest dose activity change, negative = cytotoxicity, actives largely listed as cytotoxic | 3.4% of 400,000 active; note: potency is the fitted concentration of half-maximal effect; % is set by controls: 0 for no effect and ±100 for the full control effect; nearly all actives have a fitted effect of over 60% in size
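KB-V1 MDR subline cells in DMEM (phenol-red free, 10% FBS) exposed to compounds in qHTS concentration series for 72 h at 37 degrees C. Viability read by CellTiter-Glo luminescence; concentration-effect curves fitted after normalization and correction.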
IL-1B inflam inh = inflammasome signaling inhibition, IL-1 beta readout; THP-1 LPS/ATP IL-1B secretion, AlphaLISA, 16 h; active compounds read low; activity change, % at 57.5 µM; 4.7% of 360,000 active; in the data active = activity change below about -50%; inconclusive = mostly about -30% to -49%; note: % is set by controls: 0 for no effect and ±100 for the full control effect
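Secreted IL-1B measured by AlphaLISA bead assay after 16 h compound exposure of THP-1 cells; compounds (final up to 57.5 uM) added 1 h before LPS (250 ng/mL) and ATP (1.25 mM) stimulation; lower signal means less secretion.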
KB-3-1 tox = KB-3-1 parental cell cytotoxicity; Potency, µM (doses to about 46.1 µM), for the others: top-dose activity change, negative = cytotoxic, most hits filed as cytotoxic; 1.4% of 400,000 active; KB-3-1 viability, CellTiter-Glo ATP luminescence, 72 h; note: potency is the fitted concentration of half-maximal effect; % is set by controls: 0 for no effect and ±100 for the full control effect; nearly all actives have a fitted effect of over 60% in size
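Parental KB-3-1 adenocarcinoma cells in phenol-red-free DMEM with 10% FBS were pin-treated with compounds at several concentrations, incubated 72 h at 37 °C, and viability read by CellTiter-Glo luminescence; concentration-effect curves were fitted after normalization.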
DRD3 agonist = activates the human D3 dopamine receptor | D3R DiscoveRx beta-arrestin cells, luminescence, 90 min | AID 652048 | max activation, % | 0.58% of 410,000 active | P35462; in the data active = max activation above about 30%; note: 0% is about no effect; mostly tested at two doses, the higher about 12 µM
Target sequence (P35462 whole entry, looked up): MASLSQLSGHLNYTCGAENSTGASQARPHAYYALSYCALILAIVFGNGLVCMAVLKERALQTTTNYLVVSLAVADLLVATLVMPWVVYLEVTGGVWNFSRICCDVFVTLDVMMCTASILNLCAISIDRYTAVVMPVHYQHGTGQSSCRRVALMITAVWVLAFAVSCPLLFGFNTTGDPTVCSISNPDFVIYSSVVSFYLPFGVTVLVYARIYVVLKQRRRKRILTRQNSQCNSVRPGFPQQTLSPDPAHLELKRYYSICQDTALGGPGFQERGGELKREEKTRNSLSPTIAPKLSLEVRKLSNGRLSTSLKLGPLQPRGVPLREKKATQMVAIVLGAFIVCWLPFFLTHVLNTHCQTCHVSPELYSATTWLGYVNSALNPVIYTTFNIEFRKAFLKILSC
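Agonist mode: compounds and dopamine controls were applied to plated cells for 90 min at 37 degrees C after an overnight attachment at 1500 cells/well. Luminescent read-out followed 30 - 60 minutes at room temperature with DiscoveRx detection reagent.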
SW480 rereplic = induces DNA re-replication in SW480 colon adenocarcinoma cells; SW480 DNA re-replication, Hoechst DNA content imaging, 48 h; Potency, µM (series often up to 46.1 µM), for inactives: at the top dose re-replication activation, hits mostly activators; 1.8% of 340,000 active; AID 624297; note: potency is the fitted concentration of half-maximal effect; % of control where 0% means no effect; nearly all actives have a fitted effect of over 55% in size
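SW480 cells exposed to compounds for 48 hr at 37 C, 5% CO2, then Hoechst-stained 40 min. Nuclear DNA content imaged by fluorescence scanning (405 nm excitation, 500-530 nm emission); re-replication scored as increased high-intensity nuclei.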
Numbers without * were called inactive. Unless noted, calls come from the whole dose curve; as a rule, active = well fitted curve in the direction sought with a large enough effect; inconclusive = small, poorly fitted or top-dose-only effect, or another doubt; inactive = no such curve, though single readings can be large; an effect the other way counts as inactive or inconclusive.

How did CC(C)c1cccc(C(C)C)c1NC(=O)CN(C)C1CCS(=O)(=O)C1 (stereo not drawn) do in these assays?
GLP1R cytotox: -6%; HT1080NT lethal: -13%; HT1080 IDH1KD tx: 7%; MCF10A rerep: -4%; KB-V1 MDR tox: -19%; IL-1B inflam inh: 0; KB-3-1 tox: -4%; DRD3 agonist: 1; SW480 rereplic: -6%

How did Cc1ccc(NS(=O)(=O)c2ccc(C(=O)N3CCC3)cc2)cc1 do in these assays?
GLP1R cytotox: 5%; HT1080NT lethal: -5%; HT1080 IDH1KD tx: -14%; MCF10A rerep: 0%; KB-V1 MDR tox: -15%; IL-1B inflam inh: 41; KB-3-1 tox: 2%; DRD3 agonist: 7; SW480 rereplic: 56%

What do the screens show for `COC(=O)Cn1c2ccc(C)cc2c2nc(C)sc21`?
GLP1R cytotox: 5%; HT1080NT lethal: 11%; HT1080 IDH1KD tx: 7%; MCF10A rerep: -1%; KB-V1 MDR tox: 2%; IL-1B inflam inh: 15; KB-3-1 tox: -13%; DRD3 agonist: -5; SW480 rereplic: -2%

Results for Cc1ccccc1CSc1nc(-c2ccccc2)nc2c1Cc1c(CO)cnc(C)c1O2 ?
GLP1R cytotox: 10%; KB-V1 MDR tox: -14%; KB-3-1 tox: inconclusive; DRD3 agonist: -1

How did CNC(=O)c1nc(C)n(-c2ccc(Cl)cc2Cl)n1 do in these assays?
GLP1R cytotox: -2%; HT1080NT lethal: 1%; HT1080 IDH1KD tx: -15%; MCF10A rerep: 0%; KB-V1 MDR tox: -5%; IL-1B inflam inh: 7; KB-3-1 tox: -9%; DRD3 agonist: 9; SW480 rereplic: -12%

Results for CCc1nnc(NC(=O)CN2CCCC(C)C2)s1 (stereo not drawn) ?
GLP1R cytotox: 0%; HT1080NT lethal: 5%; HT1080 IDH1KD tx: 8%; MCF10A rerep: -4%; KB-V1 MDR tox: 5%; IL-1B inflam inh: 13; KB-3-1 tox: 0%; DRD3 agonist: 1; SW480 rereplic: -6%

Results for CC(C)OC(=O)c1c2c(n3ccccc13)C(=O)c1ccccc1C2=O ?
GLP1R cytotox: 6%; HT1080NT lethal: 5%; HT1080 IDH1KD tx: 0%; MCF10A rerep: 23%; KB-V1 MDR tox: 7%; IL-1B inflam inh: 0; KB-3-1 tox: 24%; DRD3 agonist: 23; SW480 rereplic: inconclusive

What do the screens show for `CC1CCCN(C(=O)c2ccc3c(c2)OCO3)C1` (stereo not drawn)?
GLP1R cytotox: 1%; HT1080NT lethal: 1%; HT1080 IDH1KD tx: -2%; MCF10A rerep: 3%; KB-V1 MDR tox: 17%; IL-1B inflam inh: -16; KB-3-1 tox: -4%; DRD3 agonist: -6; SW480 rereplic: -6%

What do the screens show for `Cc1cccc(NC(=O)c2ccc([N+](=O)[O-])cc2Cl)n1`?
GLP1R cytotox: -8%; HT1080NT lethal: 13%; HT1080 IDH1KD tx: 16%; MCF10A rerep: -1%; KB-V1 MDR tox: 0%; IL-1B inflam inh: -4; KB-3-1 tox: 8%; DRD3 agonist: 1; SW480 rereplic: 2%

How did CNNC(=O)C(C)NC(=O)c1ccc(Br)cc1 (stereo not drawn) do in these assays?
GLP1R cytotox: -1%; HT1080NT lethal: 1%; HT1080 IDH1KD tx: 5%; MCF10A rerep: -2%; KB-V1 MDR tox: 21%; IL-1B inflam inh: 6; KB-3-1 tox: 15%; DRD3 agonist: 14; SW480 rereplic: 6%

Results for CC1CCN(C(=O)Cn2ncc3c4ccccc4n(Cc4ccc(Cl)cc4)c3c2=O)CC1 ?
GLP1R cytotox: -6%; KB-V1 MDR tox: 2%; KB-3-1 tox: 6%; DRD3 agonist: 4

What do the screens show for `CCOC(=O)C1CCCN(C(=O)c2cc(F)cc(F)c2)CC1` (stereo not drawn)?
GLP1R cytotox: 7%; HT1080NT lethal: 22%; HT1080 IDH1KD tx: 24%; KB-V1 MDR tox: 4%; IL-1B inflam inh: 21; KB-3-1 tox: 0%; DRD3 agonist: 2

What do the screens show for `Cc1nc2c(-c3ccccc3)c(C)[nH]n2c(=O)c1Cl`?
GLP1R cytotox: -5%; HT1080NT lethal: -10%; HT1080 IDH1KD tx: -10%; MCF10A rerep: inconclusive; KB-V1 MDR tox: 13%; IL-1B inflam inh: 72; KB-3-1 tox: 5%; DRD3 agonist: 0; SW480 rereplic: -2%

What do the screens show for `Cc1cc(C)cc(NC2=C(N)C(=O)c3ccccc3C2=O)c1`?
GLP1R cytotox: 2%; HT1080NT lethal: 1%; HT1080 IDH1KD tx: 6%; MCF10A rerep: 8%; KB-V1 MDR tox: -3%; IL-1B inflam inh: -7; KB-3-1 tox: -11%; DRD3 agonist: -7; SW480 rereplic: -15%

What do the screens show for `CC1(C)CC(Cc2ccc(C(F)(F)F)cn2)N(C(=O)OC(C)(C)C)C1` (stereo not drawn)?
GLP1R cytotox: 2%; HT1080NT lethal: -3%; HT1080 IDH1KD tx: 19%; KB-V1 MDR tox: -16%; IL-1B inflam inh: 1; KB-3-1 tox: 2%; DRD3 agonist: -12

How did CSCC[C@H](NC(=O)N1CCn2c1nc1ccccc12)C(=O)N1CCCCC1 do in these assays?
GLP1R cytotox: -8%; HT1080NT lethal: 7%; HT1080 IDH1KD tx: 5%; MCF10A rerep: 2%; KB-V1 MDR tox: -6%; IL-1B inflam inh: -1; KB-3-1 tox: 27%; DRD3 agonist: 1; SW480 rereplic: -6%

How did C[C@@H]([C@@H](O)c1ccccc1)N(C)C(=O)C(N)Cc1ccccc1 (stereo partly drawn) do in these assays?
GLP1R cytotox: 13%; HT1080NT lethal: 2%; HT1080 IDH1KD tx: 0%; MCF10A rerep: 15%; KB-V1 MDR tox: inconclusive; IL-1B inflam inh: 3; KB-3-1 tox: 10%; DRD3 agonist: 0; SW480 rereplic: -3%

How did Cc1onc(-c2c(F)cccc2Cl)c1C(=O)NNC(=O)C1CCN(Cc2cccc(F)c2)CC1 do in these assays?
GLP1R cytotox: -7%; HT1080NT lethal: -8%; HT1080 IDH1KD tx: 0%; MCF10A rerep: -2%; KB-V1 MDR tox: -22%; IL-1B inflam inh: -9; KB-3-1 tox: 25%; DRD3 agonist: -18; SW480 rereplic: -1%

Results for CC(=O)c1c(C)[nH]c(C(=O)CSc2nc3ccc(C)cc3[nH]2)c1C ?
GLP1R cytotox: -20%; HT1080NT lethal: 0%; HT1080 IDH1KD tx: -12%; MCF10A rerep: inconclusive; KB-V1 MDR tox: inconclusive; IL-1B inflam inh: 29; KB-3-1 tox: -1%; DRD3 agonist: 4; SW480 rereplic: 0%

Results for COCCn1c(N2CCN(c3ccccc3)CC2)nc2c1c(=O)n(C)c(=O)n2C ?
GLP1R cytotox: -14%; HT1080NT lethal: 12%; HT1080 IDH1KD tx: 7%; MCF10A rerep: 3%; KB-V1 MDR tox: inconclusive; IL-1B inflam inh: 61; KB-3-1 tox: -16%; DRD3 agonist: 6; SW480 rereplic: -2%

What do the screens show for `CCSC1=N/C(=C\c2ccc(C)s2)C(=O)S1`?
GLP1R cytotox: 6%; HT1080NT lethal: 6%; HT1080 IDH1KD tx: 2%; MCF10A rerep: 0%; KB-V1 MDR tox: 8%; IL-1B inflam inh: 7; KB-3-1 tox: 10%; DRD3 agonist: 6; SW480 rereplic: -4%

Results for Cc1ccc(C(=O)N2CCN(c3cccc(Cl)c3)CC2)cc1C ?
GLP1R cytotox: inconclusive; HT1080NT lethal: inconclusive; HT1080 IDH1KD tx: inconclusive; MCF10A rerep: 18µM*; KB-V1 MDR tox: inconclusive; IL-1B inflam inh: 16; KB-3-1 tox: inconclusive; DRD3 agonist: 10; SW480 rereplic: 12µM*

Results for CC(=O)C[C@@H](O)CC(=O)[C@@H]1OC(=O)[C@@H](C)C/C=C\Cc2ccccc21 ?
GLP1R cytotox: -7%; HT1080NT lethal: 0%; HT1080 IDH1KD tx: 6%; MCF10A rerep: -4%; KB-V1 MDR tox: 6%; IL-1B inflam inh: 21; KB-3-1 tox: 7%; DRD3 agonist: 2; SW480 rereplic: inconclusive

Results for COC(=O)c1ccc(NC(=O)CSc2ccccc2)cc1 ?
GLP1R cytotox: -8%; HT1080NT lethal: 2%; HT1080 IDH1KD tx: 7%; MCF10A rerep: 8%; KB-V1 MDR tox: inconclusive; IL-1B inflam inh: 0; KB-3-1 tox: 17%; DRD3 agonist: 4; SW480 rereplic: -11%

Results for O=C(Cn1cnc(Cl)c1Cl)c1ccccc1 ?
GLP1R cytotox: -4%; HT1080NT lethal: -3%; HT1080 IDH1KD tx: -2%; MCF10A rerep: 0%; KB-V1 MDR tox: 13%; IL-1B inflam inh: -5; KB-3-1 tox: 6%; DRD3 agonist: -2; SW480 rereplic: inconclusive

How did CC(=O)Oc1cccc(C(=O)Nc2ccc(NC(=O)c3cccs3)cc2)c1 do in these assays?
GLP1R cytotox: -5%; HT1080NT lethal: inconclusive; HT1080 IDH1KD tx: -30%; MCF10A rerep: 18%; KB-V1 MDR tox: -23%; IL-1B inflam inh: -29; KB-3-1 tox: -2%; DRD3 agonist: -16; SW480 rereplic: 18%

Results for CCc1nc(SCC(=O)c2ccccc2)c2c(=O)n(C)c(=O)n(C)c2n1 ?
GLP1R cytotox: -4%; HT1080NT lethal: 0%; HT1080 IDH1KD tx: 9%; MCF10A rerep: 3%; KB-V1 MDR tox: inconclusive; IL-1B inflam inh: 14; KB-3-1 tox: 4%; DRD3 agonist: 8; SW480 rereplic: -8%

What do the screens show for `COc1cccc(-c2cnc3c(NC(C)=O)cc(-c4ccncc4)cn23)c1`?
GLP1R cytotox: 0%; HT1080NT lethal: inconclusive; HT1080 IDH1KD tx: inconclusive; KB-V1 MDR tox: inconclusive; IL-1B inflam inh: -5; KB-3-1 tox: -23%; DRD3 agonist: 0
